HP1b binding inh: blocks HP1-beta chromodomain binding to methylated histone tails; 0.56% of 390,000 active; AlphaScreen HP1-beta / biotin-H3K9me3 peptide binding; Potency, µM (highest dose often 114 µM), without a hit: at the top dose activity change, negative = inhibition, hits mostly inhibitors; P83916; further: nearly all actives have a fitted effect of over 70% in size; inactives centre near 23
Target sequence (P83916 whole entry, looked up): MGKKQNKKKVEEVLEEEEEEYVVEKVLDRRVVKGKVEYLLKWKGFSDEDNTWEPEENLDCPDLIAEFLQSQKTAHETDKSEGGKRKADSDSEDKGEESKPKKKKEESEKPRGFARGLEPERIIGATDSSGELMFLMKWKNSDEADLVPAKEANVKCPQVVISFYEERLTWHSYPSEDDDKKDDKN
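HP1-beta protein (50 nM final) preincubated 30 min at room temperature with biotinylated H3(1-18)K9me3 peptide (50 nM) in PBS pH 7.4, 0.01% Tween-20, then compound added for 30 min. AlphaScreen streptavidin donor/nickel chelate acceptor beads (10 ug/mL final), 30 min dark, luminescence read.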
PGK inhibitor: inhibitors of T. brucei phosphoglycerate kinase; PGK/GAPDH coupled, Kinase-Glo luminescence, 60 min; Potency, µM (top dose mostly 57.5 µM), for the others: at the top dose activity change, negative = inhibition, most hits filed as inhibitors; 0.043% of 380,000 active; further: on the % scale 0 is the no-effect control and ±100 the full control effect; nearly all actives have a fitted effect of over 60% in size
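Recombinant glycosomal PGK reaction used 1,3-bisphosphoglycerate generated in-well by GAPDH (100nM final) in 100mM TEA pH 7.6, 5mM MgCl2, 0.01% Tween-20. After 60 minutes at room temperature, ATP was read by Kinase-Glo Plus luminescence end-point.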
Pin1 inh: human Pin1 inhibition; Q13526; Pin1 FP peptide displacement, HiFluor488, 10 min; Potency, µM (titrated, usually from 115 µM), inactives show top-dose activity, negative = inhibition, hits mostly inhibitors; 0.009% of 390,000 active; active means well fitted inhibition curve with a large enough effect in the polarisation, with a control signal flat, not every such curve was filed as active; inconclusive means small, poorly fitted or top-dose-only effect, or effect the other way, or a change in a side signal; inactive means no such curve, though single readings can be large or run the other way; the % refers to the polarisation; further: on the % scale 0 is the no-effect control and ±100 the full control effect
Target sequence (Q13526 whole entry, looked up): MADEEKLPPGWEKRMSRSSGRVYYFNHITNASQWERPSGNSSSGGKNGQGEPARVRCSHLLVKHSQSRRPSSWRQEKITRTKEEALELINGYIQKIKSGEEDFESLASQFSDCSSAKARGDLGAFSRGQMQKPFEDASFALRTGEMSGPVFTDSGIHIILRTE
ERG Ets-DNA blk: inhibitors of human ERG Ets domain-DNA interaction. fluorescence polarization, His-ERG Ets domain / labelled DNA. Potency, µM (series often up to 76.9 µM), without a hit: at the highest dose FP activity, negative = inhibition, most hits filed as inhibitors. 0.028% of 370,000 active; active means well fitted inhibition curve with a large enough effect in the polarisation, with a control signal flat; inconclusive means small, poorly fitted or top-dose-only effect, or effect the other way, or a change in a side signal; inactive means no such curve, though single readings can be large or run the other way; the % refers to the polarisation;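 further: polarization taken with two DNA probes labelled with fluorescein and Texas red; % of control where 0% means no effect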
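His-tagged ERG Ets domain (1 uM in the protein solution; 300mM KCl, 50mM Tris-HCl, 1mM EDTA, 1mM DTT, pH 7.5) received compound, then a probe mix of 5 nM fluorescein-DNA and 100nM Texas-615-DNA. Fluorescence polarization was read for both dyes.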
JMJD2A Tudor inh: blocks the human JMJD2A Tudor domain; O75164; AlphaScreen JMJD2A-Tudor / H3K4me3 peptide binding; Potency, µM (highest dose often 114 µM), inactives show at the highest dose activity change, negative = inhibition, actives largely listed as inhibitors; 4.4% of 390,000 active; AID 504339; further: on the % scale 0 is the no-effect control and ±100 the full control effect; nearly all actives have a fitted effect of over 50% in size
12-LOX inh: ALOX12 (human) lipoxygenase inhibition; 1.1% of 580,000 active; AID 1671190; Potency, µM (top dose mostly 108 µM), inactives show top-dose activity change, negative = inhibition, usual class: inhibitors; purified 12hLO, xylenol orange hydroperoxide absorbance; further: on the % scale 0 is the no-effect control and ±100 the full control effect
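Hydroperoxide product was detected by ferrous iron/xylenol orange as the 573 to 405 nm absorbance ratio. Arachidonic acid at 40 uM (final) was turned over for 30 min at room temperature by 150 nM human 12hLO, pH 7.0 Hepes buffer, after 15 min compound preincubation.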
GLS inh: blocks human kidney-isoform glutaminase activity | 0.21% of 410,000 active | GLS enzymatic activity, qHTS titration | Potency, µM (doses to about 45.5 µM), for the others: at the highest dose activity change, negative = inhibition, most hits filed as inhibitors; further: on the % scale 0 is the no-effect control and ±100 the full control effect
Target sequence (O94925 whole entry, looked up, canonical isoform): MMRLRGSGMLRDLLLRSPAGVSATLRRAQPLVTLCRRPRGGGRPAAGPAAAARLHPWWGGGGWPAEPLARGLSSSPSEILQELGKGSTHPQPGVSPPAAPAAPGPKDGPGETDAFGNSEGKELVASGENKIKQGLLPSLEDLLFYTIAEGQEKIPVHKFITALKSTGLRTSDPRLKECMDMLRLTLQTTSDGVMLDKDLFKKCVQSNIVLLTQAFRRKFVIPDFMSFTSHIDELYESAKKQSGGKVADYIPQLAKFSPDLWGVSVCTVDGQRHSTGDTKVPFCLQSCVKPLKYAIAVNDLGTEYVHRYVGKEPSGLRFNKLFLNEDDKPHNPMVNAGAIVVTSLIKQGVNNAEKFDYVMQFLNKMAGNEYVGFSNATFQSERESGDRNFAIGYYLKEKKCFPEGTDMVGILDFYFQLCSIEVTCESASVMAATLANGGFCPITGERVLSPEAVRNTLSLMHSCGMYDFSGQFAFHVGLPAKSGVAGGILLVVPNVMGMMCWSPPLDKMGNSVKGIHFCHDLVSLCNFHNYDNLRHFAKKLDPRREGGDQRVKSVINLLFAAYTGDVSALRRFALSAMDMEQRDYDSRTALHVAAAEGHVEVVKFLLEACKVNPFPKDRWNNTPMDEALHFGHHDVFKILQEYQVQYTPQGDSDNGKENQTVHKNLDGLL
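Coupled fluorescence readout: glutamate oxidase/HRP/Amplex Red detect glutamate formed by hKGA from L-glutamine (1 mM solution added). Buffer 45 mM KH2PO4 pH 8.2, 0.02% Tween-20; reads at t0 and 30 min RT.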
RGS4 inhibitor: blocks human RGS4-accelerated GTP hydrolysis; AID 504845; Transcreener GDP fluorescence polarization, RGS4-accelerated GTP hydrolysis; P49798; 0.039% of 390,000 active; Potency, µM (top dose mostly 114 µM), for the others: at the top dose activity change, negative = inhibition, most hits filed as inhibitors; further: on the % scale 0 is the no-effect control and ±100 the full control effect; nearly all actives have a fitted effect of over 75% in size; some results filed as inactive show a strong effect at the top dose
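MLSMR compounds (23 nl, pin-transferred) preincubated 10 min at room temperature with a 500nM (2x) first reagent, then RGS4 at 900nM (2x) plus Transcreener GDP mix added; fluorescence polarization (620/688 nm) read before and after 90 min at 30 °C.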
rTrxR1 inhibitor: rat TrxR1 inhibition; recombinant rTrxR1, NADPH fluorescence consumption, selenite substrate; Potency, µM (series often up to 114 µM), for inactives: at the top dose activity change, negative = inhibition, usual class: inhibitors; 1% of 390,000 active; further: on the % scale 0 is the no-effect control and ±100 the full control effect; nearly all actives have a fitted effect of over 65% in size
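Rat TrxR1 (90 nM in the dispensed reagent) was pre-reduced with 400 uM NADPH for 5 min at room temperature, then incubated with compound for 15 min. After 400 uM selenite was added, NADPH fluorescence (Ex 340/Em 450 nm) was followed for 8 min.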
* = called active by the depositor; i = inactive; ? = inconclusive; / = not tested or not shown; & = joins results of further samples; [ ] = dose if it differs, or a comment. Unless noted, the call rests on the fitted dose curve; in most records, active means well fitted curve in the direction sought with a large enough effect; inconclusive means small, poorly fitted or top-dose-only effect, or another doubt; inactive means no such curve, though single readings can be large; an effect the other way counts as inactive or inconclusive. Potency means the concentration at half of the fitted maximal effect.

SMILES	HP1b binding inh	PGK inhibitor	Pin1 inh	ERG Ets-DNA blk	JMJD2A Tudor inh	12-LOX inh	GLS inh	RGS4 inhibitor	rTrxR1 inhibitor
CC(C)Cc1cc(CN2CCC(CO)(Cc3ccccc3)CC2)[nH]n1	24%	i	3%	-6%	0%	-23%	-4%	13%	15%
CCN(C(=O)c1cc(S(=O)(=O)N2CCc3ccccc32)cn1C)c1cccc(C)c1	43%[activator]	i	13%	5%	-15%	-6%	3%	-20%	134%[activator]
CCCc1nc2ccc(NC(C)=O)cc2c(=O)n1Cc1ccccc1Cl	32%	2%	-2%	-1%	-17%	?	-10%	17%	24%
CC1CCN(C(=S)SCc2nc(N)nc(Nc3ccccc3)n2)CC1	46%[activator]	-5%	12%	15%	-33%	-14%	-3%	-1%	29%
COCCCNC(=O)CCn1c(=O)c2ccccc2n(CC(=O)Nc2c(C)cccc2C)c1=O	32%	-2%	1%	-11%	-2%	-2%	-25%	32%	-1%[57.1 µM]
CCN(CC)C(=O)CNC(=O)Cc1ccc(Cl)cc1	30%	-7%	2%	-1%	8%	?	-3%	8%	-4%[57.1 µM]
Cc1ccc(C(=O)CCC(=O)OCC(=O)N2CCN(S(=O)(=O)c3ccc(C)cc3C)CC2)cc1	20%	-1%	40%[activator]	18%	-10%	-2%	-2%	25%	11%
COc1ccc(C(C)C)cc1S(=O)(=O)N1CCC(C(=O)N2CCN(C)CC2)CC1	23%	-9%	-2%	-2%	-16%	?	-3%	-15%	-13%
Cc1cc(C)cc(Oc2ccccc2/C=C\C(=O)O)c1	45%[activator]	0%	2%	12%	-13%	0%	2%	12%	2%[57.1 µM]
Cc1sc2ncnc(NS(=O)(=O)c3ccc(Cl)cc3)c2c1C	15%	i	4%	5%	-18%	?	4%	0%	26%
CCCC(=O)NC(NC(=S)Nc1ccc(S(N)(=O)=O)cc1)C(Cl)(Cl)Cl (stereo unspecified)	5%	-8%	2%	/	-15%	-14%	11%	-6%	-29%
COc1ccc(CNCC(O)COc2ccc(C(C)(C)c3ccccc3)cc2)cc1 (stereo unspecified)	?	-10%	1%	-7%	10µM*	?	-18%	-9%	8%
O=C(CO/N=C/c1cccc([N+](=O)[O-])c1)Nc1ccc2ccccc2c1	6%	1%	-4%	11%	-26%	-17%	13%	-24%	-6%[11.4 µM]
O=C(c1cccnc1)N1CCN(c2ccc3ccccc3n2)CC1	18%	i	-2%	-1%	-20%	10%	12%	-5%	18%
CC(C)(C)C(=O)NC(=S)NCCc1ccccc1	0%	-5%	-2%	9%	-28%	?	12%	-50%	?
O=C(NCC1CCCO1)C1CC(=O)N(c2ccc(F)c(Cl)c2)C1 (stereo unspecified)	54%[activator]	-11%	0%	-15%	-6%	1%	-8%	3%	-3%
COc1cc(C(=O)Nc2cccc(OCc3cc(=O)n4cc(C)sc4n3)c2)cc(OC)c1OC	40%[activator]	-4%	9%	-6%	-10%	-11%	1%	14%	11%
CSCCC(NC(=O)c1ccccc1)C(=O)N(C)CC(=O)Nc1ccc(N2CCOCC2)cc1 (stereo unspecified)	19%	3%	2%	3%	-8%	-19%	9%	-4%	16%
O=S(=O)(NCCc1cn2ccccc2n1)c1ccc(F)c(C(F)(F)F)c1	51%[activator]	-8%	-2%	-5%	-9%	16%	-10%	-12%	14%[57.1 µM]
Cc1csc(SCC(=O)Nc2ncc(Cl)c(C)c2Cl)n1	-20%	-9%	-11%	-9%	?	20%	-8%	-38%	12%
CC1CC(C)CN(S(=O)(=O)c2ccc(C(=O)N3CCN(c4ccccc4)CC3)cc2)C1 (stereo unspecified)	0%	-4%	-1%	/	-30%	-2%[57.4 µM]	24%	-10%	37%[activator]
Cc1cccc(OCCSCc2nc3ccccc3[nH]2)c1	38%[activator]	2%	-4%	0%	-15%	430%[activator]	9%	11%	-3%
CC(=O)c1cccc(NC(=O)NCCc2ccc(Cl)cc2)c1	34%	10%	-1%	-4%	-10%	-29%	4%	12%	-2%
CCNC(=S)NNC(=O)c1cc(CC(C)C)nc2ccccc12	27%	-5%	2%	-2%	-16%	2%	26%	-15%	?
CCc1ccccc1NC(=O)Cn1cc(C(=O)c2ccc(Cl)cc2)c(=O)c2ccc(C)nc21	13%	-2%	1%	4%	-21%	-23%	8%	8%	26%

By substructure, those above containing an NH in an aromatic ring
SMILES	HP1b binding inh	PGK inhibitor	Pin1 inh	ERG Ets-DNA blk	JMJD2A Tudor inh	12-LOX inh	GLS inh	RGS4 inhibitor	rTrxR1 inhibitor
CC(C)Cc1cc(CN2CCC(CO)(Cc3ccccc3)CC2)[nH]n1	24%	i	3%	-6%	0%	-23%	-4%	13%	15%
Cc1cccc(OCCSCc2nc3ccccc3[nH]2)c1	38%[activator]	2%	-4%	0%	-15%	430%[activator]	9%	11%	-3%

Remaining list, next part:
SMILES	HP1b binding inh	PGK inhibitor	Pin1 inh	ERG Ets-DNA blk	JMJD2A Tudor inh	12-LOX inh	GLS inh	RGS4 inhibitor	rTrxR1 inhibitor
Cc1cc(Cl)c2oc(C(=O)N3CCCCC3CCN3CCCC3=O)c(C)c2c1 (stereo unspecified)	18%	-7%	-4%	-1%	-15%	-4%	1%	34%	-12%
Cc1ccc(NC(=O)C2CCN(S(=O)(=O)c3ccc4c(c3)CCCC(=O)N4)CC2)cc1N(C)C	10%&6%	-3%&5%	-1%&-3%	-9%&3%	-13%&-20%	-1%&-2%	0%&9%	-26%&14%	13%&10%
CCC1Nc2ncnc(N3CCOCC3)c2N(Cc2ccccc2)C1=O (stereo unspecified)	36%	0%	0%	12%	-21%	-2%	5%	-6%	-4%[57.1 µM]
CCOc1ccccc1C(=O)Nc1ccc(S(=O)(=O)N2CCOCC2)cc1	18%	6%	13%	0%	-4%	14%	9%	-5%	3%
COc1cc2cc(CNc3ccccc3)c(=O)n(CC(=O)Nc3cc(C)cc(C)c3)c2cc1OC	31%	-9%	-7%	0%	-4%	-6%	?	-3%	-12%
Cc1ccc(NC(=O)CSc2nc3nc(C)c(Cc4ccccc4)c(C)n3n2)cc1	34%	9%	23%	7%	-18%	0%	7%	16%	4%[57.1 µM]
CCN1C(=NCCc2cccnc2)N[C@@H](c2ccccc2)C(C(=O)OC)=C1C	17%	-3%	-9%	5%	?	/	0%	-9%	15%
CC(OC(=O)c1ccc(-c2ccc(O)cc2)cc1)C(=O)NC1CCCCC1C (stereo unspecified)	20%	3%	1%	-6%	-16%	-10%	?	15%	11%
CCN1C(=O)[C@H]2[C@@H](c3ccc(-c4ccc(Cl)c(Cl)c4)c(OC)c3)N[C@@](Cc3ccccc3)(C(=O)OC)[C@H]2C1=O	48%[activator]	-1%	3%	-10%	-14%	?	0%	-26%	5%
CC(C)C(c1nnnn1Cc1ccc(F)cc1)N1CCN(C2CCCC2)CC1 (stereo unspecified)	27%	2%	-1%	4%	2%[57.1 µM]	22%	-3%	4%	4%[57.1 µM]
CCCc1cc(=O)[nH]c(SCC(=O)Nc2ccccc2C#N)n1	38%	-9%	0%	12%	-3%	-11%	1%	5%	9%
COc1ccc(NC(=O)CN(C)Cc2c(F)cccc2Cl)cc1S(=O)(=O)N1CCCCC1	21%	6%	-1%	1%	-12%	0%	0%	-32%	2%[57.1 µM]
Cc1ccc(-n2cc3ccc([N+](=O)[O-])cc3n2)cc1	21%	9%	2%	-1%	-13%	23%	-12%	10%	4%
CS(=O)(=O)N1CCSC1c1ccc(Br)cc1 (stereo unspecified)	65%[activator]	-3%	-3%	-6%	0%[11.4 µM]	-10%	-5%	-6%[11.4 µM]	42%
O=C(NCCc1ccccc1)c1nc(-c2cccs2)no1	31%[activator]	-7%	-4%	1%	6%	-3%	0%	9%	20%[57.1 µM]
Cc1ccc(-n2cc(CNCCc3cscn3)c(-c3ccc(F)cc3)n2)cc1	14%	-11%	11%	17%	-17%	?	-11%	-5%	-11%
O=C1CSC2(CCCCC2)N1CCO	41%	i	0%	-13%	-1%	-8%	-3%	-28%	20%
CC(C)N(C)C1=CC(=O)C(N(C)C(C)C)=CC1=O	-13%	-2%	/	-14%	-22%	2%	0%	-11%	-12%[11.4 µM]
Cc1ccccc1-n1c(=O)cc(NCC2CCCO2)[nH]c1=O (stereo unspecified)	11%	-5%	0%	/	-7%	1%	0%	14%	-1%
CCOC(=O)c1c(-c2ccc(C)cc2)csc1NC(=O)C1CC=CCC1C(=O)O (stereo unspecified)	-18%	?	0%	-2%	-33%	9%	18%	-13%	-10%[57.1 µM]
COc1ccc(CCNC(=O)C2CCCN(S(=O)(=O)c3cnc[nH]3)C2)cc1OC (stereo unspecified)	48%[activator]	-9%	-3%	3%	-14%	12%	-6%	-22%	7%
Cc1ccc(OCC(=O)Nc2ccc3c(c2)OCO3)cc1C	84%[activator]	/	-4%	16%	-21%	4%	-2%	-12%	16%
Cc1noc(N)c1C1(O)C(=O)N(C(C)C)c2ccccc21 (stereo unspecified)	42%[activator]	8%	7%	-4%	-8%	-12%	0%	15%	-2%[57.1 µM]
COc1ccccc1N(CC(=O)NC(C)C)S(=O)(=O)c1cccs1	41%[activator]	-14%	5%	-1%	-7%	-22%	1%	-2%	-13%
Cc1ccc(C(C)(C)NC(=O)C2CCC(=O)N(CCCN3CCOCC3)C2)cc1 (stereo unspecified)	48%[activator]	-8%	-8%	-5%	0%	?	-3%	-2%	19%
Cc1cc(NC(=O)c2ccc(NC(=O)C3CCCO3)cc2)ccc1Br (stereo unspecified)	57%[activator]	-6%	-1%	-19%	11%	1%	-3%	-2%	10%

Only part of the results is shown; count on the stated rates, not on these rows.
